Screening data as filed in PubChem.
MOR-DOR ag = agonists of human mu-delta opioid receptor heterodimerization; P35372+P41143; cells, OPRM1-OPRD1 heterodimerization, luminescence; activation, % at 9.3 µM; 340,000 compounds, 0.3% hits; in the data active = activation above about 18%;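 note: 0% = vehicle-treated cells and 100% = reference agonist; values of inactives mirror those of a sister screen read the other way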
Target sequence (P35372 whole entry, looked up): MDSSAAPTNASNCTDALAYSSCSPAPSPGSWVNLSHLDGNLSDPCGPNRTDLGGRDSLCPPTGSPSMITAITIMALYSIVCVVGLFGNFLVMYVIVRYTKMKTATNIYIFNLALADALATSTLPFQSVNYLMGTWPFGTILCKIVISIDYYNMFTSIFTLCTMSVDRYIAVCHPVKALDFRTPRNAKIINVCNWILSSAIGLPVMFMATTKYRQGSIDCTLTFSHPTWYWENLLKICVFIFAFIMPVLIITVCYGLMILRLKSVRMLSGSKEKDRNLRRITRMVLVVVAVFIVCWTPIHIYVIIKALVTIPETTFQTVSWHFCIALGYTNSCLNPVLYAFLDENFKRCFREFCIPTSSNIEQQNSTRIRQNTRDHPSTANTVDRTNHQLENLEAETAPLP
Target sequence (P41143 whole entry, looked up): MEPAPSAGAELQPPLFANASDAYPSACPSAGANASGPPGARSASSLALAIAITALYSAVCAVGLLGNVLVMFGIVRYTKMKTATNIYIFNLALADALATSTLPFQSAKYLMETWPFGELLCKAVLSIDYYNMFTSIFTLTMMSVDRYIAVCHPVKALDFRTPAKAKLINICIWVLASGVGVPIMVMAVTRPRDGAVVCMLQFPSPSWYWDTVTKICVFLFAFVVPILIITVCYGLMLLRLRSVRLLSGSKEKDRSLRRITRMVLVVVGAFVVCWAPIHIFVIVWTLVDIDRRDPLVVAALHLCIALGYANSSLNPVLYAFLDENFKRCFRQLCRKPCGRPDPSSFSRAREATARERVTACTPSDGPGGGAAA
Tat transport = blocks Tat-dependent protein export in E. coli; E. coli MC4100 TorA-mCherry Tat export, fluorescence; AID 488895; 340,000 compounds, 0.036% hits; inhibition, % at 10 µM;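 active = mean replicate inhibition at least 50% and at least half of replicates individually reaching 50%; inconclusive = only one of the two criteria met; inactive = neither criterion met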;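 note: exported cargo escapes ClpAP degradation while cytoplasmic cargo is degraded and loses fluorescence; 0% = median of neutral control wells and 100% = median of NaSCN control wells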
E coli growth = counter-screen for AddAB inhibitors: E. coli growth inhibition; E. coli V3065 growth, OD600 absorbance, 18 h; inhibition, % at 11.9 µM; 330,000 compounds, 0.27% hits;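 active = inhibition above the campaign's mean inhibition across all tested compounds plus 3 SD, cut at about 9.9% in these data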;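 note: uninfected addAB+ strain grown without phage in ampicillin broth; 0% = DMSO wells and 100% = ciprofloxacin 0.95 µg/ml wells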
phage Ecoli inh = E. coli growth loss with phage present; growth absorbance; inhibition, % at 11.9 µM; 360,000 compounds, 0.26% hits; AID 651602; in the data active = inhibition above about 11%
PfHsp90 set2 = reduces growth (ATP signal) of yeast expressing P. falciparum Hsp90; S. cerevisiae expressing PfHsp90, BacTiter-Glo ATP, 48 h; yeast lacking PDR1 and PDR3 efflux regulators; inhibition, % at 9.4 µM; 310,000 compounds, 0.32% hits;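 active = every replicate shows inhibition above about 80%, whatever the replicate mean, limit read from the data; inconclusive = mean inhibition reaches the set limit but some replicate falls short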;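 note: 0% = DMSO neutral controls and 100% = 20 µM radicicol positive controls; yeast relying on Plasmodium falciparum Hsp90 in place of its own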
AddAB inh = less growth of phage-infected E. coli with AddAB; E. coli expressing H. pylori AddAB, absorbance growth; inhibition, % at 11.9 µM; 330,000 compounds, 0.29% hits; in the data active = inhibition above about 12%;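 note: 0% = vehicle wells of infected cells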
PKA-R1A activ = PKA-R1A complex activation. P00514+P68181. PKA-R1A dissociation, Cy5-IP20 fluorescence polarization; scaled: DMSO 0%, 113 µM cGMP 100%. activation, % at 11.4 µM. 340,000 compounds, 0.083% hits;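 active = percent activation above the mean of all tested compounds plus 3 SD, cut at about 19% in these data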;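 note: higher means more PKAc released from R1A so a rise in polarization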
HTR5A inv ctr = HTR5A inverse agonism, opioid heterodimer counter-screen. P47898. HTR5A cell line, luminescence. inhibition, % at 9.3 µM. 340,000 compounds, 0.083% hits. AID 504634; in the data active = inhibition mostly above about 23%, no sharp cut-off; inactive = mostly below about 18%;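 note: 0% = cells with DMSO and 100% = no-cell wells with DMSO; some compounds called inactive have numbers as strong as hits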
Mot1-301 SUMO = blocks SUMOylation pathway, rescuing yeast Mot1-301 growth; AID 2716; 320,000 compounds, 1% hits; growth rescue, % at 18.8 µM; S. cerevisiae Mot1-301 growth rescue, ATP luminescence, 38.5C; percent above DMSO median, 100 means doubled;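 active = every valid replicate shows activation above 250% relative to neutral control wells; inactive = the rest, any valid replicate at or below 250%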;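 note: OY570 slx delta 5 strain wells were the positive control but not used for scaling; some compounds called inactive have numbers as strong as hits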
PKA-R2B act = PKA-R2B complex activation. PKA-R2B holoenzyme dissociation, Cy5-IP20 fluorescence polarization; R2B truncated from residue 108, S112A mutant; 0% DMSO only, 100% 113 µM cGMP. activation, % at 11.4 µM. 340,000 compounds, 0.079% hits. AID 504700;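 active = activation above a cutoff set at the mean over all compounds plus 3 SD, cut at about 18% in these data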;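 note: higher means more holoenzyme dissociation and a rise in polarization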
OPRM1-OPRD1 inv = inverse agonists of human mu-delta opioid receptor heterodimerization | cell-based MOR-DOR heterodimer luminescence, inverse agonism | inhibition, % at 9.3 µM | 340,000 compounds, 0.21% hits; in the data active = inhibition above about 22%, passing the limit was not always enough;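 note: 0% = cells with DMSO and 100% = wells without cells with DMSO; values of inactives mirror those of a sister screen read the other way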
The depositor's hits bear a star; ? = inconclusive; / = no result given.

SMILES	MOR-DOR ag	Tat transport	E coli growth	phage Ecoli inh	PfHsp90 set2	AddAB inh	PKA-R1A activ	HTR5A inv ctr	Mot1-301 SUMO	PKA-R2B act	OPRM1-OPRD1 inv
Cn1c(=O)c2c(nc(CN3CCOCC3)n2CC(=O)c2ccccc2)n(C)c1=O	-3.5	-5	0.0	1.3	30	1.7	-4	2	-8	3	14
COc1cccc(/C=C/C(=O)NCc2ccc3c(c2)OCO3)c1	-2.4	-2	0.3	1.4	-12	4.4	2	3	30	-14	13
COc1nc2c(s1)C(=O)NCCC2	-1.0	-1	2.4	1.7	8	3.0	3	3	1	-5	4
O=C(COc1ccccc1)NC1CCCCC1	-1.6	-3	-0.2	0.0	5	1.7	1	0	-25	-11	7
CCOC(=O)CCC(=O)NNC(=O)c1ccc(NC(=O)c2ccccc2)cc1	-1.5	-4	1.4	3.1	19	1.9	2	8	16	-10	8
COc1ccc(NC(=O)C2CCCC2)cn1	1.0	-2	0.1	4.1	10	-0.3	-11	-7	/	-3	-5
CC(=O)NC(CCS(C)(=O)=O)C(=O)Nc1ccc2c(c1)OCCO2 (stereo unspecified)	-2.9	0	-1.1	0.6	41	0.9	-1	9	-10	-10	17
COc1ccc(/C=C(\NC(=O)c2ccccc2Cl)C(=O)NCCCC(=O)O)cc1	-3.1	-4	/	4.8	16	/	2	31	/	4	16
CCOc1cc(C2NC(=O)CCC2[N+](=O)[O-])cc(Br)c1OCC (stereo unspecified)	0.4	4	-3.2	1.9	-2	-2.7	3	4	14	7	-2
COC(=O)c1ccc(COC(=O)CNC(=O)CNC(=O)c2ccc(OC)cc2)cc1	-2.3	-13	-1.9	-0.3	-5	-0.5	-12	-11	2	2	11
CCCCN1C2CCCC1CC(NC(=O)c1cccc(OC)c1)C2 (stereo unspecified)	-1.7	6	0.1	2.9	-5	3.3	-2	12	4	-2	8
COc1cc(NC(=O)COc2ccc(F)cc2)nc(OC)n1	1.4	-13	0.4	3.4	/	-0.3	0	8	3	11	-8

Nothing new here: an excerpt of the list.
SMILES	MOR-DOR ag	Tat transport	E coli growth	phage Ecoli inh	PfHsp90 set2	AddAB inh	PKA-R1A activ	HTR5A inv ctr	Mot1-301 SUMO	PKA-R2B act	OPRM1-OPRD1 inv
Cn1c(=O)c2c(nc(CN3CCOCC3)n2CC(=O)c2ccccc2)n(C)c1=O	-3.5	-5	0.0	1.3	30	1.7	-4	2	-8	3	14
COc1cccc(/C=C/C(=O)NCc2ccc3c(c2)OCO3)c1	-2.4	-2	0.3	1.4	-12	4.4	2	3	30	-14	13

Other entries follow:
SMILES	MOR-DOR ag	Tat transport	E coli growth	phage Ecoli inh	PfHsp90 set2	AddAB inh	PKA-R1A activ	HTR5A inv ctr	Mot1-301 SUMO	PKA-R2B act	OPRM1-OPRD1 inv
CCCn1c(=O)n(C)c(=O)c2c(SC(C)C(=O)NCC3CCCO3)nc(CC(C)C)nc21 (stereo unspecified)	2.2	-11	2.7	3.2	19	3.4	2	-22	-9	-8	-14
Cc1ccc(NS(=O)(=O)c2ccc3c(c2)N(C)CCO3)cc1	-0.1	0	-0.6	1.7	17	-2.3	-6	-20	-25	-6	1
COc1ccc(/C(C)=N/Nc2nc3ccccc3nc2C)cc1	-0.8	6	-1.8	0.7	10	-1.6	1	33	-3	-11	4
CCN(CC(=O)Nc1c(F)cccc1F)C(=O)c1ccc(C2SCCS2)cc1	-2.8	3	1.0	3.2	/	2.8	-8	-10	/	-22	15
CN(C(=O)c1ccc2nccnc2c1)C1CCCCC1	-2.1	-1	-0.5	-0.3	6	-0.9	-3	-9	450	1	11
Cc1cc(C)c2c(n1)nn1c(NCCCN(C)C)cc(C)nc21	-2.1	-7	-1.3	1.9	29	-2.9	-6	-5	1	-1	11
COc1ccc(CNC(=O)C2=C(C)C(=O)OC23CCC(C)CC3)cc1 (stereo unspecified)	0.5	4	-0.2	4.0	-14	-1.4	12	-18	-9	8	-3
O=[N+]([O-])/C=C1\CCCCCN1	-2.1	7	1.2	6.0	8	0.1	-5	-10	4	3	11
CC1=NN(c2ccc(C(=O)OC(C)C)cc2)C(=O)/C1=C\C=C\c1ccco1	-3.4	2	0.7	3.4	-2	1.2	6	2	-8	-1	18
C/C(=N/O)c1c(O)c(C)c(-c2ccccc2)n(-c2ccccc2)c1=O	-3.5	0	-0.4	0.7	3	-1.5	-5	9	-5	-5	18
COc1ccc(C2=NN(C(=O)CSc3ncccn3)C(c3ccc(C)cc3)C2)cc1 (stereo unspecified)	1.7	12	-2.1	0.5	-19	0.2	2	-10	-8	-13	-9
CCN(C(=O)Cn1cnc2c1c(=O)n(C)c(=O)n2C)C1CCCCC1	/	5	-0.7	0.7	-5	1.5	-9	/	110	-9	/
CCOc1ncccc1C(=O)N(CC)CC(=O)Nc1ccc(NC(C)=O)cc1	-0.2	?	-1.7	2.7	-2	0.4	-1	-13	167	0	1
CN1CCc2c(sc(N)c2C(=O)c2ccc(Cl)cc2)C1	-4.5	4	-2.9	-1.4	15	1.8	-6	-5	69	-7	20
Cc1cccc(OCC(=O)N(Cc2ccco2)c2c(N)n(Cc3ccccc3)c(=O)[nH]c2=O)c1	-2.6	-1	-0.2	2.5	28	0.3	-9	-14	5	-5	11
Cc1nc(CC(C)C)cc(C(=O)N2CCCC(Nc3ccc(C)c(C)c3)C2)n1 (stereo unspecified)	0.4	-10	-0.8	2.8	9	0.1	-5	18	222	2	-1
O=C1CCC(C(=O)Nc2cccc(Oc3ccccc3)c2)=NN1	-1.5	-1	0.7	0.8	/	0.9	-7	8	10	14	7
CS(=O)(=O)c1ccc(Cl)c(NC(=O)COC(=O)C23CC4CC(CC(C4)C2)C3)c1	2.1	-10	0.2	1.1	-1	-0.4	2	2	/	0	-9
Nc1n[nH]c(-c2ccc(Br)cc2)c1Cl	2.9	11	3.2	-1.2	2	0.7	-3	-22	3	-8	-17
c1ccc(CO/N=C(\c2ccc(C3CC3)nc2)C2CC2)cc1	5.3	8	-2.4	3.6	-4	0.1	6	4	-2	2	-27
COc1ccc(C(=O)NC(=S)NC2CCSC2=O)cc1 (stereo unspecified)	-3.4	-6	-0.7	2.3	12	3.9	-2	-9	-24	-16	17
COc1ccc(C2OCC(C)(C)CO2)cc1OC	-0.2	-1	/	3.5	1	/	-5	-8	/	-10	1
COc1ccc2cc(CN(CC3COCCO3)S(=O)(=O)c3ccc(Cl)cc3)c(=O)[nH]c2c1 (stereo unspecified)	0.6	-4	-0.7	0.2	3	2.2	-5	2	-8	-4	-4
CCCCN1C(C(=O)Nc2ncccn2)=C(O)c2ccccc2S1(=O)=O	0.5	-1	-1.9	0.0	11	-0.7	1	-2	203	4	-2
O=C(CN1C(=O)NC2(CCCCCC2)C1=O)Nc1ccc2c(c1)CCC2	-0.6	-5	-1.5	3.1	5	0.5	-9	-4	-18	-4	3
N#Cc1ccccc1OCCCNC1CCCC1	-1.7	-5	0.4	4.4	18	1.6	-12	-3	5	-1	10
Cc1no[n+]([O-])c1COc1cccc(/C=N/Nc2nncn2N)c1	2.4	2	0.7	2.1	0	4.5	-3	-11	-13	0	-13
Cc1ccc(CNc2ncnc3[nH]ncc23)cc1	-2.4	-5	/	3.9	7	/	13	-2	/	6	12
NC(=O)c1nsc(C(=O)N(CC(=O)NCc2ccc3c(c2)OCO3)C2CCCC2)c1N	-3.4	-6	0.2	0.9	-3	5.8	-16	-15	-8	-5	14
Cc1onc(-c2ccccc2Cl)c1C(=O)Nc1nnc(-c2ccc(Cl)cc2Cl)s1	-0.7	1	-2.7	1.3	-36	-2.6	11	-16	-10	-3	4
CCC(CO)Oc1cc(NC(=O)Cc2ccccc2)c2ncn(C(C)C)c2c1 (stereo unspecified)	-3.0	1	0.9	2.5	-28	0.1	-4	-12	-12	-4	14
S=c1[nH]nc(-c2cccnc2)n1/N=C/c1ccco1	-3.2	-8	0.0	3.3	-2	1.2	4	6	-12	8	16
Cc1ccc(NC(=O)CCl)c(C)c1	-2.5	-5	2.4	2.7	-6	-0.7	-8	7	/	2	13
CCn1c2ccccc2c2cc(NC(=O)C/C(C)=N/NC(=O)c3ccccc3N)ccc21	-0.6	1	-3.2	-0.9	22	-0.9	-13	-16	20	5	3
CCCn1nc(NC(=O)CC(C)C)c2cc3cccc(C)c3nc21	0.5	-14	0.0	0.3	-20	-1.6	4	-4	-10	3	-2
COc1ccc(CN2CCNC(=O)C2CC(=O)N(C)Cc2ccccn2)cc1OC (stereo unspecified)	0.5	-4	0.5	1.0	19	-0.2	-1	-2	-2	-8	-4
O=C(Nc1ccccn1)c1ccc(S(=O)(=O)c2ccc(Cl)cc2)cc1	2.7	13	1.8	5.7	12	2.0	3	-12	-10	-8	-13
CCN(CC)C(=O)C1CCCN(c2ccc([N+](=O)[O-])cc2[N+](=O)[O-])C1 (stereo unspecified)	-1.2	-7	0.5	2.8	21	6.4	-8	-6	-5	2	6
CC[C@H](C)[C@@H](CNC)NC[C@@H](Cc1ccc(O)cc1)NCC(C)(C)C	-2.1	-1	-1.3	-1.4	5	0.1	2	-12	2	-17	12
CC(=O)Nc1ccc(NC(=O)c2ccc(-n3c(C)ccc3C)cc2)cc1	-1.0	-1	0.7	0.7	9	6.3	-10	-21	-8	-1	5
CC(C(=O)Nc1ccc(S(=O)(=O)N2CCOCC2)cc1)N1CCN(c2ccccn2)CC1 (stereo unspecified)	2.0	-7	0.3	-1.5	-6	1.4	-2	-15	-1	3	-9
COc1ccc(C(=O)NCCNc2ccc([N+](=O)[O-])cc2)cc1	-1.6	0	0.1	3.8	-1	2.2	-4	2	-3	-8	8
COc1ccc(CNC(=O)CNC(=O)N2CC(=O)Nc3ccccc32)cc1	-1.5	-2	1.2	2.9	-5	3.0	6	-8	-11	-5	8
COc1ccc(OC)c(C(=O)c2ccc(Cl)cc2)c1	-1.4	5	0.8	3.8	6	1.1	-8	16	2	-4	7

Entries of single compounds, looked up by structure. Order of values: MOR-DOR ag | Tat transport | E coli growth | phage Ecoli inh | PfHsp90 set2 | AddAB inh | PKA-R1A activ | HTR5A inv ctr | Mot1-301 SUMO | PKA-R2B act | OPRM1-OPRD1 inv
O=C(Nc1ccccn1)c1ccc(S(=O)(=O)c2ccc(Cl)cc2)cc1 is listed as 2.7 | 13 | 1.8 | 5.7 | 12 | 2.0 | 3 | -12 | -10 | -8 | -13
COc1ccc(CN2CCNC(=O)C2CC(=O)N(C)Cc2ccccn2)cc1OC (stereo unspecified) is listed as 0.5 | -4 | 0.5 | 1.0 | 19 | -0.2 | -1 | -2 | -2 | -8 | -4
O=[N+]([O-])/C=C1\CCCCCN1 is listed as -2.1 | 7 | 1.2 | 6.0 | 8 | 0.1 | -5 | -10 | 4 | 3 | 11
